T cruzi intra – blocks T. cruzi growth inside host cells; intracellular Trypanosoma cruzi in host cells, plate reader; activity score (inhibition), % at 5.01 µM; hit rate 4.9% among 22,000; AID 651903; in the data active means activity score above about 55%;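 further: parasites and compound incubated about four days before reading; 0% = median of neutral control wells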
INS-1E rescue – preserves ATP levels in cytokine-treated INS-1E cells; hit rate 0.1% among 20,000; AID 488910; protection from cytokine-induced ATP loss, % at 10 µM; INS-1E cytokine-induced death, ATP luminescence, 48 h; normalised: neutral wells 0, positive control 100;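 active means mean replicate protection from cytokine-induced ATP loss at least 50% and at least 75% of replicates each reaching 50%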
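Assay system: INS-1E rat cells / Quantity: 8000 cells per well / Medium: RPMI without phenol red, 5% FBS / Probe or stimulus: three-cytokine cocktail (IFN-γ, TNF-α, IL-1β) / Dosing: one compound concentration, pin transfer / Timing: 48 h co-treatment, 10 min post-lysis read / Technique: CellTiter-Glo luminescence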
An asterisk follows results filed as active; . = no result given. Some of the compounds tested, so the mix of outcomes need not match the whole.

SMILES	T cruzi intra	INS-1E rescue
COc1ccc(NC(=O)Nc2ccc3c(c2)C(=O)N([C@H](C)CO)C[C@@H](C)[C@H](CN(C)CC2CCCCC2)O3)cc1	-6	0
CC(C)NC(=O)N(C)C[C@@H]1Oc2ccc(NC(=O)NC3CCCCC3)cc2CC(=O)N([C@@H](C)CO)C[C@@H]1C	-7	6
COc1ccc(NC(=O)Nc2ccc3c(c2)CC(=O)N([C@@H](C)CO)C[C@@H](C)[C@@H](CN(C)Cc2ccc(-c4ccccc4)cc2)O3)cc1	48	-9
C[C@@H]1CN([C@@H](C)CO)C(=O)CCCn2nncc2CO[C@H]1CN(C)C(=O)Nc1ccc(-c2cccs2)cc1	-40	-1
O=C(N/N=C/c1ccc(S(=O)(=O)O)o1)c1ccccn1	-17	-11
C[C@H]1CN([C@@H](C)CO)C(=O)c2cccc(NC(=O)c3cnccn3)c2O[C@H]1CN(C)CC1CCCCC1	-14	-6
C[C@@H]1CN([C@H](C)CO)C(=O)Cc2cc(N(C)C)ccc2O[C@@H]1CN(C)C(=O)Nc1ccc(C(F)(F)F)cc1	-16	0
C[C@H](CO)N1C[C@H](C)[C@H](CN(C)C(=O)NC2CCCCC2)Oc2ccc(NC(=O)Nc3ccccc3)cc2C1=O	-6	1
C[C@H]1CN([C@@H](C)CO)C(=O)c2cccc(NC(=O)c3cnccn3)c2O[C@@H]1CN(C)Cc1ccccc1	-15	4
C[C@@H]1CN([C@@H](C)CO)C(=O)c2cccc(NC(=O)c3cnccn3)c2O[C@@H]1CN(C)Cc1ccncc1	8	4
C[C@H]1CN([C@@H](C)CO)C(=O)c2cc(NS(=O)(=O)c3ccc(Cl)cc3)ccc2O[C@H]1CN(C)Cc1ccc(-c2ccccc2)cc1	15	-19
C[C@@H]1CN([C@@H](C)CO)C(=O)c2cc(NC(=O)CCCN(C)C)ccc2O[C@H]1CN(C)S(=O)(=O)c1cn(C)cn1	-22	-2
Cc1ccc(S(=O)(=O)Nc2cccc3c2O[C@@H](CN(C)C(=O)Nc2ccc(C(F)(F)F)cc2)[C@@H](C)CN([C@H](C)CO)C3=O)cc1	29	-29
COc1ccc(S(=O)(=O)Nc2ccc3c(c2)C(=O)N([C@@H](C)CO)C[C@H](C)[C@H](CN(C)Cc2ccccc2)O3)cc1	3	.
COc1ccc(NC(=O)N(C)C[C@@H]2OCc3cnnn3CCCC(=O)N([C@H](C)CO)C[C@@H]2C)cc1	-5	.
C[C@H]1CN([C@@H](C)CO)C(=O)c2cc(NS(=O)(=O)c3ccccc3)ccc2O[C@@H]1CN(C)Cc1ccc(C(F)(F)F)cc1	41	-11
C[C@H](CO)N1C[C@H](C)[C@H](CN(C)Cc2ccc(Oc3ccccc3)cc2)Oc2ccc(NS(=O)(=O)c3ccc(F)cc3)cc2C1=O	5	-14
COc1ccc(NC(=O)Nc2ccc3c(c2)C(=O)N([C@@H](C)CO)C[C@H](C)[C@H](CN(C)C(=O)Nc2ccc(F)cc2)O3)cc1	-7	-1
C[C@H]1CN([C@@H](C)CO)C(=O)c2cc(NC(=O)NC3CCCCC3)ccc2O[C@H]1CN(C)S(=O)(=O)c1ccc(F)cc1	5	6
C[C@H]1CN([C@@H](C)CO)C(=O)c2cc(NC(=O)NC3CCCCC3)ccc2O[C@H]1CN(C)C(=O)NC1CCCCC1	0	2
C[C@@H]1CN([C@H](C)CO)C(=O)Cc2cc(NC(=O)C3CCCCC3)ccc2O[C@H]1CN(C)Cc1ccccc1	-2	-6
COc1ccc(NC(=O)Nc2ccc3c(c2)C(=O)N([C@@H](C)CO)C[C@H](C)[C@@H](CN(C)C)O3)cc1	-6	-2
C[C@@H]1CN([C@H](C)CO)C(=O)c2cc(NS(=O)(=O)c3ccccc3)ccc2O[C@H]1CN(C)S(=O)(=O)c1ccccc1	16	-6
CC(C)NC(=O)Nc1ccc2c(c1)C(=O)N([C@H](C)CO)C[C@@H](C)[C@@H](CN(C)Cc1ccccc1)O2	-5	-1
C[C@@H]1CN([C@H](C)CO)C(=O)Cc2cc(NS(=O)(=O)c3cn(C)cn3)ccc2O[C@H]1CN(C)S(=O)(=O)c1ccc(F)cc1	-19	7

Pulled by compound from the list above, 5 records:
SMILES	T cruzi intra	INS-1E rescue
COc1ccc(NC(=O)Nc2ccc3c(c2)CC(=O)N([C@@H](C)CO)C[C@@H](C)[C@@H](CN(C)Cc2ccc(-c4ccccc4)cc2)O3)cc1	48	-9
C[C@@H]1CN([C@H](C)CO)C(=O)Cc2cc(N(C)C)ccc2O[C@@H]1CN(C)C(=O)Nc1ccc(C(F)(F)F)cc1	-16	0
C[C@@H]1CN([C@H](C)CO)C(=O)Cc2cc(NS(=O)(=O)c3cn(C)cn3)ccc2O[C@H]1CN(C)S(=O)(=O)c1ccc(F)cc1	-19	7
COc1ccc(NC(=O)Nc2ccc3c(c2)C(=O)N([C@@H](C)CO)C[C@H](C)[C@H](CN(C)C(=O)Nc2ccc(F)cc2)O3)cc1	-7	-1
C[C@H]1CN([C@@H](C)CO)C(=O)c2cccc(NC(=O)c3cnccn3)c2O[C@H]1CN(C)CC1CCCCC1	-14	-6

The results go on.
SMILES	T cruzi intra	INS-1E rescue
CC(C)NC(=O)N(C)C[C@H]1Oc2c(NC(=O)C3CCCCC3)cccc2C(=O)N([C@H](C)CO)C[C@H]1C	-37	9
C[C@H](CO)N1C[C@H](C)[C@@H](CN(C)Cc2ccc(C(=O)O)cc2)Oc2c(NC(=O)Nc3ccc4c(c3)OCO4)cccc2C1=O	-2	5
Cc1ccc(S(=O)(=O)N(C)C[C@H]2Oc3ccc(NC(=O)c4ccncc4)cc3C(=O)N([C@H](C)CO)C[C@H]2C)cc1	-20	-1
C[C@@H]1CCCCO[C@H](CN(C)Cc2ccc(Cl)c(Cl)c2)[C@@H](C)CN([C@H](C)CO)C(=O)c2cc(NC(=O)Cc3ccccc3)ccc2O1	8	-7
C[C@@H]1CN([C@H](C)CO)C(=O)c2cc(NC(=O)Nc3ccccc3)ccc2O[C@@H]1CN(C)C(=O)Nc1ccccc1	-12	.
COc1ccc(NC(=O)Nc2ccc3c(c2)C(=O)N([C@@H](C)CO)C[C@H](C)[C@H](CN(C)C(=O)NC2CCCCC2)O3)cc1	-9	-8
CC(C)COC(=O)N(C)C[C@@H]1OCc2cnnn2CCCC(=O)N([C@H](C)CO)C[C@H]1C	-1	.
Cc1noc(C)c1NC(=O)Nc1cccc2c1O[C@H](CN(C)CC1CC1)[C@H](C)CN([C@H](C)CO)C2=O	-15	2
Cc1noc(C)c1NC(=O)Nc1cccc2c1O[C@@H](CN(C)CC1CC1)[C@H](C)CN([C@@H](C)CO)C2=O	-11	8
C[C@H](CO)N1C[C@H](C)[C@H](CN(C)Cc2ccc(C(F)(F)F)cc2)Oc2ccc(NC(=O)C3CC3)cc2CC1=O	39	-5
C[C@@H]1CN([C@H](C)CO)C(=O)Cc2cc(NC(=O)c3ccncc3)ccc2O[C@@H]1CN(C)Cc1ccc(-c2ccccc2)cc1	5	-1
Cc1noc(C)c1NC(=O)Nc1ccc2c(c1)C(=O)N([C@H](C)CO)C[C@H](C)[C@H](CN(C)S(=O)(=O)c1c(C)noc1C)OCCCC[C@@H](C)O2	-2	7
Cc1noc(C)c1NC(=O)Nc1cccc2c1O[C@@H](CN(C)C(=O)Nc1cccc3ccccc13)[C@@H](C)CN([C@H](C)CO)C2=O	-17	6
CCCCCCC/C=N/NC(=O)CCCCCCC(=O)OC	-16	6
C[C@H](CO)N1C[C@H](C)[C@H](CN(C)S(C)(=O)=O)Oc2ccc(NC(=O)Cc3cn(C)c4ccccc34)cc2CC1=O	-1	19
COc1ccc(NC(=O)Nc2cccc3c2O[C@@H](CN(C)C(=O)Nc2ccc(C(F)(F)F)cc2)[C@@H](C)CN([C@H](C)CO)C3=O)cc1	32	-4
C[C@@H]1CN([C@H](C)CO)C(=O)CCCn2cc(nn2)CO[C@H]1CN(C)S(=O)(=O)c1ccccc1F	-9	.
C[C@@H]1CN([C@H](C)CO)C(=O)Cc2cc(NC(=O)NC3CCCCC3)ccc2O[C@H]1CN(C)Cc1ccccc1	1	0
COc1ccc(CN(C)C[C@@H]2Oc3ccc(NC(=O)Cc4ccccc4)cc3C(=O)N([C@@H](C)CO)C[C@@H]2C)cc1	0	3
CC(C)NC(=O)Nc1ccc2c(c1)CC(=O)N([C@@H](C)CO)C[C@H](C)[C@H](CN(C)Cc1ccc(C(F)(F)F)cc1)O2	-3	8
CNC[C@@H]1OCc2cnnn2CCCC(=O)N([C@H](C)CO)C[C@@H]1C	-18	8
COc1ccc(S(=O)(=O)N(C)C[C@H]2OCCCC[C@@H](C)Oc3ccc(NC(=O)Nc4cccc5ccccc45)cc3C(=O)N([C@H](C)CO)C[C@@H]2C)cc1	15	-3
CC(C)NC(=O)Nc1cccc2c1O[C@@H](CN(C)S(=O)(=O)c1ccc(F)cc1)[C@H](C)CN([C@@H](C)CO)C2=O	-12	9
CC(C)NC(=O)N(C)C[C@H]1Oc2ccc(NS(=O)(=O)c3cn(C)cn3)cc2CC(=O)N([C@H](C)CO)C[C@H]1C	-17	5
COc1ccc(S(=O)(=O)Nc2ccc3c(c2)CC(=O)N([C@H](C)CO)C[C@H](C)[C@H](CN(C)S(=O)(=O)c2ccc(F)cc2)O3)cc1	11	-2

Continuation:
SMILES	T cruzi intra	INS-1E rescue
C[C@H]1CN([C@@H](C)CO)C(=O)c2cccc(NC(=O)Nc3ccc(F)cc3)c2O[C@H]1CN(C)CC1CC1	-30	-12
C[C@H]1CN([C@@H](C)CO)C(=O)c2cccc(NC(=O)Nc3ccccc3)c2O[C@H]1CN(C)C(=O)Nc1ccccc1	-44	14
COc1ccc(NC(=O)Nc2ccc3c(c2)CC(=O)N([C@H](C)CO)C[C@H](C)[C@H](CN(C)C(=O)Nc2ccc(OC)cc2)O3)cc1	-8	8
C[C@H](CO)N1C[C@H](C)[C@H](CN(C)Cc2ccc(C(=O)O)cc2)Oc2ccc(NC(=O)Nc3ccc(F)cc3)cc2CC1=O	-23	6
C[C@H](CO)N1C[C@H](C)[C@H](CN(C)CC2CC2)Oc2ccc(NC(=O)CCCN(C)C)cc2C1=O	-8	3
C[C@@H]1CCCCO[C@@H](CN(C)C(=O)Nc2ccc3c(c2)OCO3)[C@@H](C)CN([C@H](C)CO)C(=O)c2cc(NC(=O)Nc3cccc4ccccc34)ccc2O1	2	9
C[C@@H]1CN([C@H](C)CO)C(=O)c2cccc(NC(=O)C3CC3)c2O[C@@H]1CN(C)Cc1ccc2c(c1)OCO2	-20	0
C[C@H](CO)N1C[C@H](C)[C@H](CN(C)Cc2ccc3cccnc3c2)OCc2cn(nn2)CCCC1=O	-9	3
C[C@@H]1CCCCO[C@@H](CN(C)Cc2ccc(C(F)(F)F)cc2)[C@@H](C)CN([C@H](C)CO)C(=O)c2cc(NS(=O)(=O)c3cccs3)ccc2O1	64*	-74
C[C@@H]1CN([C@H](C)CO)C(=O)Cc2cc(NC(=O)Cn3cnnn3)ccc2O[C@@H]1CN(C)C(=O)Nc1ccccc1	-6	5
Cc1cc(C(=O)Nc2cccc3c2O[C@@H](CN(C)S(C)(=O)=O)[C@H](C)CN([C@@H](C)CO)C3=O)n(C)n1	-27	5
C[C@@H]1CN([C@@H](C)CO)C(=O)Cc2cc(NC(=O)C3CC3)ccc2O[C@@H]1CN(C)C(=O)Nc1ccc2c(c1)OCO2	-14	4
C[C@H](CO)N1C[C@H](C)[C@@H](CN(C)Cc2ccc(-c3ccccc3)cc2)Oc2c(NS(=O)(=O)c3ccc(F)cc3)cccc2C1=O	12	-1
C[C@H](CO)N1C[C@H](C)[C@@H](CN(C)Cc2ccccc2)Oc2ccc(NC(=O)Cc3ccccc3)cc2C1=O	-3	7
C[C@@H]1CN([C@@H](C)CO)C(=O)Cc2cc(NC(=O)Cn3cnnn3)ccc2O[C@@H]1CN(C)Cc1ccc(-c2ccccc2)cc1	-27	5
C[C@@H]1CN([C@@H](C)CO)C(=O)c2cc(NC(=O)Cc3cn(C)c4ccccc34)ccc2O[C@@H]1CN(C)S(=O)(=O)c1ccc(F)cc1	44	-14
COc1ccc(NC(=O)N(C)C[C@@H]2Oc3ccc(NC(=O)NC4CCCCC4)cc3C(=O)N([C@@H](C)CO)C[C@H]2C)cc1	-10	2
C[C@H]1CN([C@@H](C)CO)C(=O)c2cc(NC(=O)C3CCCCC3)ccc2O[C@@H]1CN(C)C(=O)Nc1ccc2c(c1)OCO2	-9	-5
C[C@@H]1CN([C@@H](C)CO)C(=O)c2cc(NS(=O)(=O)c3ccc(F)cc3)ccc2O[C@H]1CN(C)CC1CC1	7	-5
C[C@@H]1CN([C@@H](C)CO)C(=O)c2cc(NC(=O)c3ccncc3)ccc2O[C@@H]1CN(C)CC1CCCCC1	4	-2
COc1ccc(S(=O)(=O)Nc2cccc3c2O[C@@H](CN(C)C(=O)NC(C)C)[C@H](C)CN([C@H](C)CO)C3=O)cc1	-8	7
Cc1cc(C(=O)Nc2cccc3c2O[C@H](CN(C)C)[C@H](C)CN([C@H](C)CO)C3=O)n(C)n1	-19	2

A draw from above in order of formula weight, smallest number first.
SMILES	T cruzi intra	INS-1E rescue
C[C@H](CO)N1C[C@H](C)[C@H](CN(C)Cc2ccc3cccnc3c2)OCc2cn(nn2)CCCC1=O	-9	3
C[C@H](CO)N1C[C@H](C)[C@@H](CN(C)Cc2ccc(-c3ccccc3)cc2)Oc2c(NS(=O)(=O)c3ccc(F)cc3)cccc2C1=O	12	-1
C[C@@H]1CCCCO[C@@H](CN(C)Cc2ccc(C(F)(F)F)cc2)[C@@H](C)CN([C@H](C)CO)C(=O)c2cc(NS(=O)(=O)c3cccs3)ccc2O1	64*	-74
